# Source: PubChem BioAssay
# LYPLA2 inh = LYPLA2 (human) inhibition in PME1 counter-screen. recombinant LYPLA2, FP-Rh probe fluorescence polarization. inhibition, % at 5.9 µM. 320,000 tested, 0.38% active. AID 2177;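 active = inhibition above the screen-wide mean plus 3 SD, limit set per campaign, cut at about 26% in these data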;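 note: 0% = LYPLA2 with DMSO and 100% = wells lacking LYPLA2 enzyme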
# PME-1 primary = blocks human protein phosphatase methylesterase 1; recombinant PME-1, FP-Rh probe fluorescence polarization; inhibition, % at 5.9 µM; 320,000 tested, 0.53% active; AID 2130;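 active = inhibition above the campaign mean of all compounds plus 3 SD, cut at about 26% in these data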;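 note: competitive labeling of PME-1 active site by serine hydrolase directed probe; 0% = PME-1 with DMSO and 100% = wells lacking PME-1 enzyme; inhibitors block probe labeling so polarization falls and inhibition rises; many of its hits are not listed in these tables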
# Target sequence (Q9Y570 whole entry, looked up): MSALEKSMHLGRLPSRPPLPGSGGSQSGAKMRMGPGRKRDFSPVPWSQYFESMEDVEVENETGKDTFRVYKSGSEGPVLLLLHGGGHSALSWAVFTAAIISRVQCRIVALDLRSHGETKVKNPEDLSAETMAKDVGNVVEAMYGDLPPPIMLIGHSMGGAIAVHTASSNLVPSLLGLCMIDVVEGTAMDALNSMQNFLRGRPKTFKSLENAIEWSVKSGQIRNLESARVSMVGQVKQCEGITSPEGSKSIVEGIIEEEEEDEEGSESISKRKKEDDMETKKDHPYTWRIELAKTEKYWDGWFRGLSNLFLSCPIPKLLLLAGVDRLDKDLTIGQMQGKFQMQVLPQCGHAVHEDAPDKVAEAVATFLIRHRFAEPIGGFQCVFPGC
# PAD4 inh = blocks human protein arginine deiminase 4; Q9UM07; recombinant PAD4, RCA probe fluorescence polarization; inhibition, % at 6.36 µM; 330,000 tested, 0.41% active;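 active = percent inhibition above a cutoff equal to the mean of all tested compounds plus 3 SD, cut at about 15% in these data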;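 note: 0% = PAD4 with RCA probe and DMSO and 100% = probe without PAD4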
# Target sequence (Q9UM07 whole entry, looked up): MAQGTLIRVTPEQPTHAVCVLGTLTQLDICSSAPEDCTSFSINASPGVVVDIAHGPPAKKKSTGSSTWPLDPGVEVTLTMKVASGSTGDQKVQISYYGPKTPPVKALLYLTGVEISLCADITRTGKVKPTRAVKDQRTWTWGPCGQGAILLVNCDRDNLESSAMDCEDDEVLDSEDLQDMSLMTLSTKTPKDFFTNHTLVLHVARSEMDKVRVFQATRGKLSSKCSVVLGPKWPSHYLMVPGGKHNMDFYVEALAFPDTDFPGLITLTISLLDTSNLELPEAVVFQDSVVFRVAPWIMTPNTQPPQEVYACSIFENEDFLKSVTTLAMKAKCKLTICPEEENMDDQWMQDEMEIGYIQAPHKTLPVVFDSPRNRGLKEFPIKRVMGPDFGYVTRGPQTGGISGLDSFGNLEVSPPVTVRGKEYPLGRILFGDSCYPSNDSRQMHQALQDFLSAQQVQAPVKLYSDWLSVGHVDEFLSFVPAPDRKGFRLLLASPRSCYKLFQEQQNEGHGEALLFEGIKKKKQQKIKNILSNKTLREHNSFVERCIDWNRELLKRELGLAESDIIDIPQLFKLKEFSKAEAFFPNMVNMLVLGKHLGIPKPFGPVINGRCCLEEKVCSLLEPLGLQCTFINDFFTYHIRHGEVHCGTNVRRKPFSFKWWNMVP
# GSTO1 counter = GSTO1 inhibition, counter-screen for RBBP9 inhibitors. P78417. recombinant GSTO1, activity-based probe fluorescence polarization. inhibition, % at 5.96 µM. 300,000 tested, 1.1% active. AID 1974;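 active = inhibition above the campaign mean inhibition plus 3 SD, cut at about 35% in these data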;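 note: 0% = GSTO1-1 with DMSO and 100% = wells lacking GSTO1-1 enzyme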
# PAFAH2 inh = inhibitors of human PAFAH2. recombinant PAFAH2, FP-rhodamine activity probe, fluorescence polarization. inhibition, % at 3.39 µM. 340,000 tested, 0.99% active;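 active = inhibition above the mean over all tested compounds plus 3 SD, cut at about 30% in these data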;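 note: inhibitors block probe labeling of enzyme so polarization drops; 0% = enzyme with DMSO and 100% = wells lacking PAFAH2 protein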
# LYPLA1 inh = counter-screen for PME1 inhibitors: inhibitors of human LYPLA1; recombinant LYPLA1, FP-Rh probe fluorescence polarization; inhibition, % at 5.9 µM; 320,000 tested, 0.16% active; AID 2174; O75608;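 active = inhibition above the mean of all tested compounds plus 3 SD, set per campaign, cut at about 14% in these data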;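 note: inhibitors block serine hydrolase probe labeling of LYPLA1 so polarization falls; 0% = enzyme with DMSO and 100% = wells lacking LYPLA1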
# pPAFAH inh = pPAFAH (human) enzyme inhibition; Q13093; inhibition, % at 3.39 µM; recombinant pPAFAH, FP-rhodamine probe fluorescence polarization; 330,000 tested, 1.5% active;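 active = inhibition above the mean inhibition across the screen plus 3 SD, cut at about 25% in these data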;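 note: inhibitors block binding of the rhodamine activity-based probe so polarization drops; 0% = enzyme with DMSO and 100% = wells lacking pPAFAH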
# PAFAH1B3 inh = PAFAH1B3 (human) inhibition; recombinant PAFAH1B3, FP-rhodamine probe, fluorescence polarization; inhibition, % at 3.39 µM; 340,000 tested, 0.28% active; Q15102;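 active = inhibition above the screen-wide average of all tested compounds plus 3 SD, cut at about 25% in these data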;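 note: 0% = enzyme with DMSO only and 100% = wells lacking PAFAH1B3 protein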
# PAFAH1B2 FP inh = inhibitors of human PAFAH1B2; recombinant PAFAH1B2, FP-rhodamine activity probe, fluorescence polarization; inhibition, % at 3.39 µM; 340,000 tested, 1.2% active; P68402;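 active = inhibition above the mean of all tested compounds plus 3 SD, cut at about 24% in these data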;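 note: 0% = enzyme with DMSO and 100% = wells lacking PAFAH1B2; many of its hits are not listed in these tables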
# * = called active by the depositor; / = no result given.
SMILES,LYPLA2 inh,PME-1 primary,PAD4 inh,GSTO1 counter,PAFAH2 inh,LYPLA1 inh,pPAFAH inh,PAFAH1B3 inh,PAFAH1B2 FP inh
Fc1cccc(-c2nn[nH]n2)c1,-8,-3,-1,-6,-8,1,3,2,-2
C=CCN(Cc1nc(-c2ccccc2)no1)C(=O)c1ccc2c(c1)OCO2,-6,-5,-4,0,-2,0,5,3,4
Cc1ccc(F)c(C2C3C=CCC(c4cccc(-c5ccc(N(C)C)cc5)c4)C3C(=O)N2Cc2ccccc2)c1 (stereo not given),1,-7,-3,-3,-3,-5,-3,-3,2
COCC(C)NC(=O)c1cc(S(=O)(=O)N2CCCCC2)ccc1N1CCOCC1 (stereo not given),3,-8,2,1,-5,4,-8,7,1
CCOc1ccc(NC(=O)C(=S)NC2CCCCC2)cc1,7,3,2,6,5,5,-1,5,-1
CC1CCc2sc(C(=O)N/N=C/c3ccc(O)cc3)cc2C1 (stereo not given),-6,11,0,0,-4,-7,5,5,4
O=C(O)C1CC=CCC1C(=O)NCCc1cccc(Cl)c1 (stereo not given),10,2,-4,-1,-8,2,-2,2,4
CCN(C(=O)c1ccc(S(=O)(=O)N(C)C)cc1)C(C)C(=O)Nc1ccc(C)cc1 (stereo not given),-6,-6,0,0,-3,-7,3,11,-2
CCOP(=O)(OCC)C(NC(=O)c1ccc(OC)c(OC)c1)c1ccccc1 (stereo not given),0,-5,-3,-2,-6,2,2,7,3
Cc1cccc(C)c1NC(=O)C(NS(=O)(=O)c1cccs1)c1ccccc1 (stereo not given),-5,-4,-4,-2,-2,-3,2,1,4
C#CC1(NC(=O)N(C)C)CCCCC1,2,-6,2,2,6,-2,1,-2,1
CCN(C/C=C/c1ccccc1OC)Cc1ccccc1,1,-3,-1,5,4,-3,4,5,9
CN(C(=O)CSc1nncn1-c1ccccc1)C1CCS(=O)(=O)C1 (stereo not given),0,5,-3,-2,-2,2,-3,6,-2
COc1ccc(Cl)cc1NC(=O)C(C)OC(=O)C1=NNC(=O)CC1 (stereo not given),-3,6,6,/,-4,-2,1,5,0
Cc1nn(CC(=O)N2CCc3ccccc3C2)c(C)c1[N+](=O)[O-],-1,-1,-1,2,-2,0,-2,3,8
COc1ccc(C2=Nn3c(nnc3-c3ccccc3C(F)(F)F)SC2)cc1OC1CCOC1 (stereo not given),/,/,8,/,1,/,-1,14,2
COc1ccc(/C=N\NC(=O)c2ccccc2Br)cc1COc1ccc(F)cc1,-2,-2,1,3,-8,-2,1,7,-2
Cc1nn(CC(=O)NCCN2CCCCCC2)c(=O)c2nn(-c3ccccc3)c(C)c12,6,-9,-2,4,0,-1,1,6,4
COC(=O)C(C)N(C#N)c1nc(NC(C)C)nc(SC)n1 (stereo not given),-5,1,0,-1,0,-3,1,4,6
Cc1cc(=O)oc2c(C)c(OC(C)C(=O)NCCCN3CCCC3=O)ccc12 (stereo not given),1,-1,0,1,4,-4,3,8,3
CC(NC(=O)c1ccccc1)c1nnc(SCC(=O)NC2=NCCS2)n1C (stereo not given),-3,-2,3,-2,-4,1,4,3,7
O=C(Nc1ccc(Cl)cc1)N(Cc1nnc2n1CCCCC2)c1ccccc1,0,8,-4,-1,-1,1,3,2,0
CC(C)c1nccn1CCC(=O)O,7,-2,-1,1,-6,1,5,1,-2
Nc1cc(Cl)nc(N/N=C/c2ccc([N+](=O)[O-])cc2)n1,-4,9,-1,-2,8,2,2,4,-3
COC(=O)c1sc(N)c(C(=O)OC)c1COC(=O)[C@@H](NS(=O)(=O)c1cccc(Cl)c1)C(C)C,5,12,0,-1,0,-4,11,-3,-2

# (more compounds)
SMILES,LYPLA2 inh,PME-1 primary,PAD4 inh,GSTO1 counter,PAFAH2 inh,LYPLA1 inh,pPAFAH inh,PAFAH1B3 inh,PAFAH1B2 FP inh
Cc1cc(C)n(-c2nnc(N3CCN(c4ccccc4)CC3)nn2)n1,2,2,0,9,10,-1,3,-8,4
Cn1nnnc1SCC(=O)Nc1ccc(Cl)c(S(=O)(=O)N2CCOCC2)c1,0,5,4,-3,0,1,4,3,2
Cc1cc2c(cc1C)NC1=C(N2)OC(c2cccc(O)c2)C1=O (stereo not given),-2,1,-3,1,-3,2,5,15,-2
COc1cc(NC(=O)c2ccccc2Cl)c(OC)cc1NC(=O)CN1CCCCC1,-10,-6,-2,3,0,-2,-2,7,5
COc1ccc(CNCC2COc3ccccc3O2)cc1 (stereo not given),-3,0,-6,3,0,3,-4,4,6
Cc1c(Cl)cccc1Nc1nc(N)nc(CSc2nc3ccccc3s2)n1,-13,33*,-4,0,-11,0,-2,-3,-4
COc1ccccc1/C=C1\SC(=O)N(CCC(=O)NNC(=O)c2ccccc2Cl)C1=O,0,2,0,51*,0,1,4,4,-5
COc1ccc(CN2C(=O)c3cccnc3C2=O)cc1S(=O)(=O)NCc1ccc(C)o1,-5,-5,2,3,9,-3,1,6,6
COC(=O)c1sc2cc(C(F)(F)F)cnc2c1-c1cccnc1,-2,5,1,-3,-2,3,-7,-8,0
Cc1cc(OCC(=O)NC2CC(C)(C)NC(C)(C)C2)c2c(C)cc(=O)oc2c1,5,-2,3,9,3,-1,3,3,-6
CCCCn1c(N)c(N(CCOC)C(=O)c2ccco2)c(=O)[nH]c1=O,-5,-1,-2,-6,1,4,-5,3,2
CC(O)[C@H]1CNCCN1CCc1cccc(F)c1 (stereo not given in full),5,2,4,5,-6,1,0,5,5
COc1cccc(NC(=O)CN(C)C(C)C(=O)NC(=O)NC2CCCCC2)c1 (stereo not given),-1,-1,-6,/,5,-1,1,10,6
CC1CN(CC(O)COc2ccc(C#N)cc2)CCN1CC(O)COc1ccc(C#N)cc1 (stereo not given),2,3,3,0,-6,-3,6,-6,0
Cc1cc(C)n(-c2ccc3cccc(NS(C)(=O)=O)c3n2)n1,0,-2,1,5,9,2,2,11,6
COC(=O)c1cc(NC(=O)Cn2nc(C)n3cccc3c2=O)cc(C(=O)OC)c1,5,-5,1,-9,5,1,3,4,0
CC[C@]1(C(=O)OC)[C@H]2C(=O)N(Cc3ccccc3)C(=O)[C@H]2[C@H]2CN=C(SCc3ccc(Cl)cc3)N21,/,/,3,/,7,/,6,4,18
COc1ccc(CNC(=O)CC(NC(N)=O)c2ccccc2Cl)cc1OC (stereo not given),3,-1,0,2,-2,1,3,9,5
Cc1ccccc1NC(=O)C(C)OC(=O)C1CC(=O)N(Cc2ccco2)C1 (stereo not given),-3,-2,0,/,3,-4,-2,7,3
O=C(c1cc2ccccc2oc1=O)N(Cc1ccco1)CC1CCCO1 (stereo not given),5,-4,-2,-5,-2,-1,0,5,3
Cn1c(=O)oc2cc(S(=O)(=O)N3CCCC(C(=O)Nc4ccccn4)C3)ccc21 (stereo not given),2,0,0,0,6,0,3,8,8
CCC1CCCCN1S(=O)(=O)c1c(C)n(C)c(=O)n(C)c1=O (stereo not given),-3,-3,3,0,7,3,2,4,0
Cc1ccc(OCCC(=O)OCC(=O)Nc2ccc(Cl)cn2)cc1,4,9,2,6,0,1,20,-2,6
NC(=O)CSc1nnc(-c2ccco2)n1-c1ccccc1,5,4,1,0,-1,1,0,-2,2
CCN1CCN(c2ccc(N=Cc3ccccc3O)cc2)CC1,1,1,-2,-2,1,2,1,2,8

# Continuation.
SMILES,LYPLA2 inh,PME-1 primary,PAD4 inh,GSTO1 counter,PAFAH2 inh,LYPLA1 inh,pPAFAH inh,PAFAH1B3 inh,PAFAH1B2 FP inh
CC(NC(=O)c1nn(C)c(=O)c2ccccc12)c1ccccc1 (stereo not given),1,2,3,6,-1,-1,-3,0,3
Cc1ccc2nc(-c3ccccc3)cc(C(=O)Nc3cccnc3)c2c1,4,-5,-6,/,8,-5,2,4,2
CC1CCCN(C(=O)Cn2nnc(-c3cccnc3)n2)C1 (stereo not given),-4,-1,0,0,-5,2,3,4,3
O=C(/C=C/c1ccccc1)N1CCOCC1,6,-1,3,5,5,-2,2,1,1
COc1ccc(C(=O)N/C(=C/c2cccnc2)C(=O)N2CCCCCC2)cc1OC,-10,0,4,11,7,0,-4,4,-1
c1ccc(-n2nnnc2OCCOc2nnnn2-c2ccccc2)cc1,1,10,0,2,5,-1,7,1,-5
Nc1ccc(Cl)c(S(=O)(=O)Nc2ccc(Cl)cc2)c1,1,3,-6,7,13,-2,-1,9,9
O=C(COc1ccc([N+](=O)[O-])cc1)N(C1CCCCC1)C1CCS(=O)(=O)C1 (stereo not given),-1,-4,-7,5,-3,3,-4,-7,-2
CCOc1ccc(NC(=O)Nc2cnccn2)cc1,-4,2,-1,-1,-5,1,2,6,-2
CCn1cc([N+](=O)[O-])c(C(=O)N2N=C3/C(=C/c4cccs4)CCCC3C2c2cccs2)n1 (stereo not given),-9,-7,2,0,0,-5,1,-3,-3
COc1cc(OC)cc(C(=O)NNC(=O)Cc2ccc(OC)c(S(=O)(=O)N3CCOCC3)c2)c1,-5,-8,-2,13,4,-5,-3,-2,0
Cc1cc(Nc2ccc(F)cc2Cl)n2nc(C)nc2n1,4,1,0,-1,1,2,4,5,-4
CCOC(=O)NC(=O)/C(N=Nc1ccc(C(F)(F)F)cc1)=C(\C)O,1,4,-2,8,9,2,-2,6,8
N=c1sccn1CC(=O)NCc1ccc(Cl)cc1Cl,3,-4,-2,-3,2,1,3,-1,2
CC(=O)Nc1ccc(S(=O)(=O)c2ccc([N+](=O)[O-])cc2)cc1,9,3,-5,8,-1,0,3,7,14
O=C(COc1ccc(-c2nnco2)cc1)Nc1cc([N+](=O)[O-])ccc1F,/,/,4,/,5,/,7,9,2
O=C(COC(=O)c1ccc(Cl)c(S(=O)(=O)N2CCc3ccccc3C2)c1)Nc1ncc(Cl)cc1Cl,-18,-13,-4,-3,10,-8,13,-6,0
CCCCCCCCCCCC1=C(O)C(=O)C=C(O)C1=O,9,20,-2,79*,53*,0,13,19,16
COc1ccc(N(C(=O)c2snc(C(N)=O)c2N)C(C(=O)NCc2ccc(F)cc2)c2ccc(O)cc2)cc1 (stereo not given),-38,-16,-2,-12,-20,-22,-13,-6,-1
O=C(CCc1ccc(S(=O)(=O)N2CCOCC2)cc1)N1CCCC1,5,6,3,10,-2,1,9,-5,5
COc1ccc(N2CCN(C(=O)CSc3nnc4c5cc(C)ccc5n(C)c4n3)CC2)cc1,0,1,-5,6,-2,0,3,9,-1
Cc1cc(=O)n2nc(N3CCC(C(=O)NC(C)c4ccccc4)CC3)sc2n1 (stereo not given),4,1,-5,1,-5,2,4,-1,5
O=C(Cc1c(O)c2ccccc2oc1=O)c1ccc(F)cc1,-1,-7,-4,/,-5,-6,0,4,0
O=C1NC(=O)C(c2ccc(F)cc2)N1 (stereo not given),-2,1,1,0,2,-2,-10,7,4
Cc1cc(C(=O)NC2CCCc3c2cnn3-c2ccc(C)c(C)c2)n(C)n1 (stereo not given),1,-1,0,-2,-2,0,4,13,6
C/C(=N\NC(=O)C(=O)Nc1ccc(C)c(Cl)c1)c1ccncc1,-4,-5,2,0,0,2,2,9,0

# 3 entries from above, sorted by count of non-hydrogen atoms, smallest number first:
SMILES,LYPLA2 inh,PME-1 primary,PAD4 inh,GSTO1 counter,PAFAH2 inh,LYPLA1 inh,pPAFAH inh,PAFAH1B3 inh,PAFAH1B2 FP inh
Nc1ccc(Cl)c(S(=O)(=O)Nc2ccc(Cl)cc2)c1,1,3,-6,7,13,-2,-1,9,9
C/C(=N\NC(=O)C(=O)Nc1ccc(C)c(Cl)c1)c1ccncc1,-4,-5,2,0,0,2,2,9,0
CCOC(=O)NC(=O)/C(N=Nc1ccc(C(F)(F)F)cc1)=C(\C)O,1,4,-2,8,9,2,-2,6,8

# These rows are one share of the data, so the mix of outcomes need not match the whole.
